Bioassay records: PubChem, several laboratories
P. falciparum M17LAP = P. falciparum M17LAP inhibitors, primary screen, biochemical, fluorogenic H-Leu-NHMec substrate, 1536-well (AID 1619). recombinant M17LAP, H-Leu-NHMec fluorogenic kinetic assay; higher % means a stronger effect. inhibition, % at 30 µM, or IC50 in µM where a hit was titrated. 0.38% of 220,000 active;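 active = compound inhibiting the enzyme by more than half at any dose during confirmatory dose-response retesting; inconclusive = strong single-dose inhibitors picked by rank but not retested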;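 note: plate controls were full reaction with DMSO carrier for no effect and no enzyme background for full effect; strong numbers were not always called active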
Yfh1-depleted yeast = enhancers of respiration in Yfh1-depleted yeast, dose response, Friedreich's ataxia, plus single-dose screen (AID 1465); S. cerevisiae Yfh1-off respiration, WST-1 reduction, 72 h; higher fold induction means a stronger effect; fold induction at 50 µM; hits with a dose series show EC50 in µM; 0.074% of 220,000 active;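 active = fold induction of absorbance versus untreated yeast above a set limit, then at least 30% activation at any dose in follow-up; inconclusive = repeats straddling the limit, or above it without dose testing; inactive = fold induction below the set limit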;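 note: activators that raise dye reduction in frataxin-depleted yeast; strong numbers were not always called active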
MT stabilizer = microtubule stabilizers in HeLa cells; HeLa tubulin immunostaining HCS, 24 h; share of cells brighter than vehicle mean+2SD; % tubulin-high responders, % at 10 µM; 0.83% of 200,000 active; AID 2205;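 active = plate Z-score above 3 for both tubulin-high and condensed-nucleus cell shares, with cell loss under 80%, at 10 µM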;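 note: anti alpha tubulin signal scored within the nucleus-defined area of each cell; some results filed as inactive read as strong as hits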
NOD2 inhibition = NOD2 signaling inhibitors, cell-based, luminescence, uHTS, HEK293 (AID 1566); HEK293 NOD2/NF-kB luciferase reporter, luminescence; higher % means a stronger effect; inhibition, % at 4 µM; hits with a dose series show EC50 in µM; 0.63% of 290,000 active; in the data active = inhibition above about 50%; note: many of its hits are not listed in these tables
bCat nuc transl = alters nuclear translocation of beta-catenin in HeLa cells; 0.3% of 190,000 active; immunofluorescence imaging; nuclear translocation activity, % at 5 µM;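 active = nuclear translocation activity above 50% at 5 µM, with a well cell count of 50 or more; inconclusive = wells under 50 cells across six images, flagged as toxic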;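 note: per-cell ratio of nuclear to cytoplasmic median beta-catenin stain intensity; plate controls were DMSO negative control for no effect and GSK-3 inhibitor IX positive control for full effect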
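System: Human HeLa cells, endogenous beta-catenin | Compound dosing: 5 µM primary, 0.02–20 µM confirmation | Timing: 24 h compound exposure at 37°C, 5% CO2 | Measured by: Fluorescence imaging of beta-catenin antibody stain plus DAPI | Read-out basis: % activation of per-cell nuclear versus cytoplasmic median beta-catenin signal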
NOD1 inhibition = inhibition of NOD1-driven NF-kB reporter – cell-based, luminescence, uHTS, primary screen (AID 1578). NOD1-driven NF-kB luciferase reporter cells, luminescence; higher % means a stronger effect. inhibition, % at 4 µM, or EC50 in µM where a hit was titrated. 1% of 290,000 active; in the data active = inhibition mostly above about 36%, no sharp cut-off; inactive = mostly below about 34%;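 note: HEK-293T reporter cells stimulated with the NOD1 agonist gamma-tri-DAP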
Ins promoter up = MIN6 insulin promoter up-regulation; 0.3% of 190,000 active; AID 1625; z-score at 5 µM; MIN6 insulin promoter-GFP reporter, high-content imaging; hits give high values;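 active = z-score above 3 at 5 µM with at least 500 cells counted in the well; inconclusive = wells under 500 cells, flagged as cytotoxic or low count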
Autophagy HCS = modulators of autophagy; calls only at 10 µM (by protocol); 0.98% of 190,000 active; AID 463193; MEF GFP-LC3 puncta imaging; test concentration mostly 10 µM;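 active = percentage of spot-positive cells more than 3 SD above its plate mean, without a fluorescence outlier flag or 80% toxicity; inconclusive = no clear call, values can overlap the other calls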;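 note: spot-positive cell cutoff set from DMSO-treated cells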
Dynein transport = dynein cargo transport inhibition | 3617.4 mouse cells, GR-EGFP nuclear translocation imaging; test concentration mostly 20 µM; stimulated with dexamethasone, 1 µM; hits give low values | z-score, hits read low | 0.47% of 220,000 active | AID 1381;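 active = plate z-score of nuclear minus cytoplasmic receptor signal below a set negative limit, without overly bright fluorescence or cell loss, cut at about -3.5 in these data, passing the limit was not always enough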;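 note: z-score of nuclear minus cytoplasmic ring GR-EGFP intensity difference per well; some compounds called inactive have numbers as strong as hits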
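medium = tetracycline-free induction medium containing charcoal-stripped FBS | probe or stimulus = dexamethasone, 1.0 µM final | timing = 48 h induction, then 1 h compound, then 30 min agonist, 37 °C | detection = automated 10x imaging of fixed Hoechst-stained cells | read-out basis = nuclear versus cytoplasmic GR-EGFP signal, averaged per well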
Dynein transport cytoplasmic EGFP = second read-out of Dynein transport, no call of its own (marks repeat the call); z-score; measured here: cytoplasmic GR-EGFP intensity; hits give high values
Dynein transport nuclear GR-EGFP = recorded beside Dynein transport, whose call it bears; z-score; measured here: nuclear GR-EGFP intensity;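 lower value marks the stronger effect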
Dynein transport cell count = recorded beside Dynein transport, whose call it bears; z-score; measured here: cell count per field
Ins promoter up cell count = also measured in Ins promoter up; calls as there; cell count; measured here: cytotoxicity, nuclei count;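 total cells summed across four imaged fields per well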
bCat nuc transl cell count 5 µM = recorded beside bCat nuc transl, whose call it bears; cell count; measured here: cell count, cytotoxicity flag
MT stabilizer Hoechst-high % = further read-out of MT stabilizer, marked with its call; % Hoechst-high responders; measured here: nuclear condensation Hoechst responders;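 share of cells brighter than vehicle mean plus two SD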
MT stabilizer cytotoxicity % = further read-out of MT stabilizer, marked with its call; toxicity, %; measured here: cytotoxicity by cell density;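 0% = mean cell density of plate MIN control wells and 100% = no cells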
Autophagy HCS cell loss 18 h = second read-out of Autophagy HCS, no call of its own (marks repeat the call); toxicity, %; measured here: cell loss, nuclei count;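 cell loss after 18 h compound exposure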
* marks the source's active call; other numbers are inactive results; i = inactive; ? = inconclusive; . = no result given. Not all compounds are listed. The share of hits here may be higher or lower than overall.

SMILES	P. falciparum M17LAP	Yfh1-depleted yeast	MT stabilizer	MT stabilizer Hoechst-high %	MT stabilizer cytotoxicity %	NOD2 inhibition	bCat nuc transl	bCat nuc transl cell count 5 µM	NOD1 inhibition	Ins promoter up	Ins promoter up cell count	Autophagy HCS	Autophagy HCS cell loss 18 h	Dynein transport	Dynein transport cytoplasmic EGFP	Dynein transport nuclear GR-EGFP	Dynein transport cell count
CCOc1ccccc1CN1CCN(Cc2cccc3c2OCO3)CC1CCO (stereo not given)	5%	i	2.5	3.0	12	0%	-0.8	1090	-40%	0.25	1506	i	3	-0.33	-0.17	-0.28	0.15
CC1=C(C#N)C(Nc2ccc(Cl)cn2)(C(F)(F)F)C(=O)N1 (stereo not given)	2%	i	1.7	1.9	7.1	23%	0.5	1348	.	1.7	1358	i	-8	0.57	-0.15	-0.67	-0.16
CCO[C@H]1OC(C(N)=O)=C[C@@H](c2ccccc2)[C@@H]1CCCO	-1%	i	0.7	0.9	1.3	2%	-0.1	1092	-7%	-0.43	1391	i	30	0.79	-0.2	0.92	-1.5
O=C(CSc1nc(-c2ccccc2)cs1)Nc1ccccc1[N+](=O)[O-]	9%	i	4.6	2.1	9.6	-12%	3.5	1035	-6%	0.1	1418	i	-48	-0.49	-0.26	-0.34	0.32
COCCn1c(Cc2ccccc2)nnc1SCC(=O)NC(C)(C)C	8%	i	2.5	1.6	9.3	9%	-1.3	1023	4%	0.22	1094	i	-3	-0.54	-0.14	-0.41	0.62
COc1cccc(CN(CC2CCCO2)S(=O)(=O)c2ccc(S(=O)(=O)N(C)C)cc2)c1 (stereo not given)	-8%	i	1.2	1.2	9.2	-1%	-2.4	1101	8%	0.7	704	i	29	-0.9	-0.024	-0.22	0.79
O=c1[nH]ncc(N/N=C\c2cccs2)c1Cl	25%	i	6.0	5.0	13	14%	4.5	773	-15%	.	.	i	-7	-0.89	-0.32	-0.43	0.75
COc1ccc(-n2nnnc2SCC(=O)Nc2ccccc2N2CCOCC2)cc1	5%	i	0.9	1.0	4.5	8%	-0.3	1533	-19%	0.02	1475	i	6	-0.064	-0.18	-0.51	0.45
CCOC(=O)c1sc(=S)n(-c2ccc(C)cc2)c1N	5%	?	1.8	1.5	12	4%	-1.4	1105	-22%	0.61	1269	i	22	-0.33	-0.25	-0.2	0.47
CCOC(=O)N1CCN(CC(O)COCc2ccc(Cl)cc2)CC1 (stereo not given)	1%	i	4.2	3.5	5.5	-20%	-5.3	1068	30%	0.56	761	i	-1	0.04	-0.26	0.3	0.86
Cc1cc(C)c2c(=O)[nH]c(SCC(=O)Nc3ccc(N(C)C)cc3)nc2n1	44%	i	3.2	1.6	5.1	-4%	-0.7	1382	26%	2.7	1242	i	0	0.81	0.71	-0.34	-2.4
Cc1ccc(CNC(=O)C2CCN(S(=O)(=O)N3CCOCC3)CC2)cc1	6%	i	4.1	3.1	6.4	11%	-2.4	951	-42%	-0.55	1493	i	-15	-0.27	-0.34	0.022	0.44
COc1ccc(C(=O)CSc2nnc(NC(=O)C3CC(=O)N(c4cccc(OC)c4)C3)s2)cc1 (stereo not given)	-2%	i	2.3	2.3	5.3	2%	0.3	948	10%	-0.39	1167	i	6	0.15	0.044	0.87	-0.43
CCC(C)(C)NC(=O)C(c1ccco1)N(C(=O)c1csnn1)c1cccc(F)c1 (stereo not given)	6%	i	6.2	2.3	16	9%	0.0	1192	-9%	-0.2	1245	i	-24	2.2	-0.46	1.5	-0.69
Cc1cccc2c(C(=O)Nc3ccc(Br)cc3)cc(-c3ccccn3)nc12	17%	i	2.9	3.2	10	1%	0.2	1484	-14%	0.95	1540	i	-8	-0.031	-0.2	0.59	0.2
O=C(/N=C1\NC(=O)C(F)(C(F)(F)F)S1)NC1CCCCC1 (stereo not given)	-6%	i	.	.	.	-12%	.	.	-30%	-0.49	1348	.	.	.	.	.	.
CC(=O)Nc1ccccc1OC(=O)N1CCOCC1	-7%	i	2.5	1.8	3.9	-5%	-11	1033	4%	.	.	i	-4	-0.42	-0.19	-0.028	0.45
O=C(CNC(=O)c1cccc(Br)c1)N/N=C/c1cn[nH]c1-c1ccccc1	16%	i	1.9	3.0	6.5	15%	-0.6	1054	-19%	-0.17	1406	i	-9	0.03	-0.21	0.26	-0.3
COc1ccc(Cc2cnc(N)s2)cc1	22%	i	3.1	2.3	5.1	-8%	-1.7	983	-38%	-0.4	1573	i	8	0.14	-0.36	-0.038	1.2
COCCNC(=O)C1CCC(=O)N(c2ccc(OC)cc2)C1c1ccc(OC)c(OC)c1 (stereo not given)	-10%	i	4.9	1.7	16	16%	.	.	-10%	-0.41	1082	i	10	-0.12	-0.12	-0.064	0.8
CCOC(=O)C1=C(C)NC(=O)NC1c1ccc(OC(C)C(=O)O)c(OC)c1 (stereo not given)	-1%	i	4.5	2.9	3.7	9%	.	.	.	-0.4	1221	i	19	0.047	-0.26	0.029	0.5
CCOc1cc(/C=N/NC(=O)CSc2nnc(C)s2)ccc1OCc1ccccc1Cl	6%	i	4.4	2.5	11	6%	-0.4	1144	-22%	-0.56	1438	i	7	0.8	0.045	0.61	0.08
CCCn1c(C(O)c2ccc(OC)cc2)nc2ccccc21 (stereo not given)	16%	.	3.7	2.0	5.8	-1%	-0.8	541	-30%	.	.	i	-1	0.17	-0.28	0.17	1.1
COc1ccc(NS(=O)(=O)c2coc(C(N)=O)c2)cc1Cl	-3%	i	6.6	1.4	5.3	17%	1.6	965	4%	0.1	1161	.	.	-1.1	-0.38	-0.37	3.3
Cc1ccc(C2C(/C=C3/SC(=S)NC3=O)=C(c3cccs3)Oc3ccccc32)cc1 (stereo not given)	11%	i	0.9	0.5	0.6	14%	.	.	88%*	-0.16	872	i	-8	-1.9	1.1	-0.61	0.71
Cc1cc(NC(=O)c2cccc(S(=O)(=O)N3CCCCCC3)c2)n(-c2ccccn2)n1	-5%	i	3.3	3.2	5.0	6%	-0.9	816	-41%	-3.7	961	i	-13	0.4	-0.14	0.84	-1.7
Cc1ccc(C(=O)Cn2cnc3ccccc3c2=O)cc1	4%	i	5.5	2.6	6.6	11%	-4.2	1182	-24%	0.25	1188	i	-10	2.6	0.067	1.4	-0.98
COc1ccccc1NC(=O)N(Cc1ccco1)Cc1cc2c(C)ccc(C)c2[nH]c1=O	-9%	i	4.8	2.2	5.4	0%	-2.4	1152	-20%	.	.	i	0	-0.26	-0.18	-0.25	0.038
CCn1c(-c2ccc(OC)c(OC)c2)n[nH]c1=S	-4%	i	2.8	1.3	15	1%	2.1	767	-5%	0.03	1255	i	-2	-0.32	-0.23	-0.35	-0.39
O=C(Nc1cc(N2CCOCC2)ncn1)Nc1cccc2ccccc12	8%	i	3.9	3.7	4.7	-36%	-0.8	1142	-27%	0.11	1279	i	-8	-0.79	-0.1	-0.07	-0.2
COc1cc(NC(=O)c2ccccc2)c(OC)cc1NC(C)=O	20%	i	1.9	2.2	5.0	6%	-0.5	940	-21%	-0.6	1126	i	-4	-0.49	-0.16	-0.28	-0.76
CCOC(=O)c1sc(NC(=O)C2CC2)nc1C	5%	i	3.4	3.4	2.8	-1%	.	.	-7%	0.25	1134	i	9	-0.9	-0.21	-0.54	0.42
O=C1CC(c2ccc3c(c2)OCO3)c2cc3c(cc2N1)OCO3 (stereo not given)	6%	i	1.4	0.7	6.8	-7%	2.8	1125	-16%	-0.85	1258	i	0	0.025	-0.14	-0.045	0.35
CCOc1ccc(/C=C2\CCc3ccccc3C2=O)cc1	4%	i	.	.	.	-103%	0.3	1289	-16%	-0.26	1070	.	.	-0.78	-0.25	-0.48	0.29
COC(=O)c1sccc1S(=O)(=O)Nc1ccc(N2CCCCC2)cc1	-5%	i	.	.	.	6%	0.0	1334	-8%	0.14	1075	.	.	0.65	-0.026	0.81	-0.31
Clc1ccc(CSc2nnc(-c3c[nH]c4ccccc34)o2)cc1	2%	i	1.6	1.6	4.0	10%	-2.2	1179	11%	-0.48	975	i	-1	-0.037	0.23	0.5	0.059
Cc1ccc(C(=O)n2nnc3ccccc32)cc1	.	i	3.3	1.6	3.0	.	.	.	.	.	.	i	-6	-1.1	-0.21	-0.48	0.58
CN(Cc1ccccc1)c1ccc(N2C(=O)CCCC2=O)cc1[N+](=O)[O-]	-13%	i	3.4	2.6	6.5	15%	-0.2	488	-8%	-0.55	1329	i	0	0.47	-0.3	-0.18	-0.25
Cc1nnc(NC(=O)C2CCCN(c3ncccn3)C2)s1 (stereo not given)	0%	i	5.0	2.6	9.8	-3%	-8.2	941	0%	0.19	1573	i	-14	-0.47	-0.18	0.054	-0.3
COCCN(Cc1cc2cc(C)c(C)cc2nc1Cl)C(=O)N1CCOCC1	5%	i	3.1	1.1	6.3	4%	-0.6	1092	-24%	-0.55	1135	i	28	-0.68	-0.33	-0.39	1.3
Cc1nn2c(NCc3ccccn3)cc(C(C)(C)C)nc2c1-c1ccccc1	-16%	i	.	.	.	12%	-1.3	1416	2%	-1.4	1066	.	.	-0.3	-0.23	-0.18	0.27
